H37Rv inhibition: M. tuberculosis growth inhibition, HTS (AID 449762). 330,000 compounds, 0.59% hits. M. tuberculosis H37Rv growth inhibition, 7H9 media; higher % means a stronger effect. inhibition, % at 25 µM; hits with a dose series show IC50 in µM; in the data active means a potency from the dose series; inconclusive means inhibition above about 70% without an active follow-up result;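 further: bacterial growth assessed after seven days of incubation; strong numbers were not always called active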
influenza NS1A: NS1A inhibition, H1N1 influenza, cell based functional assay (AID 504329) | one-dose inhibition, % at 12.5 µM; IC50 in µM for titrated hits | 340,000 compounds, 0.3% hits | NS1A functional cell-based assay, percent inhibition; higher % means a stronger effect; in the data active means a potency from the dose series; inconclusive means inhibition above about 27% without an active follow-up result; further: strong numbers were not always called active
Salmonella PhoP GFP: Inhibition of PhoP regulon, Salmonella typhi GFP reporter cells, confirmation, 4 h (AID 1850); Salmonella Typhi PhoP-promoter GFP reporter, fluorescence, 4 h; higher % means a stronger effect; inhibition, % at 50 µM; hits with a dose series show IC50 in µM; 310,000 compounds, 0.33% hits; in the data active means a potency from the dose series; inconclusive means inhibition mostly from about 25% at the one dose, without a potency; inactive means the rest, 99 in 100 with inhibition below about 19%;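 further: 0% = induced wells with vehicle and 100% = uninduced wells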
tuberculosis growth: growth inhibition of non-replicating M. tuberculosis (AID 488890) | Mycobacterium tuberculosis non-replicating, growth inhibition; higher % means a stronger effect | 320,000 compounds, 0.39% hits | inhibition, % at 25 µM, or IC50 in µM where a hit was titrated; in the data active means a potency from the dose series; inconclusive means inhibition mostly from about 82% at the one dose, without a potency; inactive means the rest, 99 in 100 with inhibition below about 76%;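 further: plate controls were DMSO cells for no effect and high antibiotic wells for full effect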
VEEV TC-83 Vero: inhibitors of VEEV TC-83 cytopathic effect, confirmation, Vero cells (AID 588727); Vero cells, VEEV TC-83 cytopathic effect inhibition; higher % means a stronger effect; one-dose inhibition, % at 20 µM; IC50 in µM for titrated hits; 350,000 compounds, 0.13% hits; in the data active means a potency from the dose series; inconclusive means inhibition mostly from about 14% at the one dose, without a potency; inactive means the rest, 99 in 100 with inhibition below about 12%; further: strong numbers were not always called active
VEEV TC-83 Vero 10K pilot screen: recorded beside VEEV TC-83 Vero, whose call it bears; inhibition, %; measured here: 10K pilot screen inhibition
Starred values were filed as active, the others as inactive; i = inactive; ? = inconclusive; / = no result given.

SMILES	H37Rv inhibition	influenza NS1A	Salmonella PhoP GFP	tuberculosis growth	VEEV TC-83 Vero	others
CCOc1ccc(NS(=O)(=O)c2ccc3c(c2)N(C(C)=O)CCO3)cc1	3%	7%	-5%	11%	i
COc1cccc(CNS(=O)(=O)c2ccc3c(c2)CC(C)N3C(C)=O)c1 (configuration not stated)	-1%	8%	4%	6%	i
O=Cc1c(-[n+]2ccccc2)nc([O-])n1-c1ccccc1	-5%	7%	-5%	7%	i
COCCn1nnnc1C(c1ccccc1)N1CCN(C)CC1 (configuration not stated)	-5%	-3%	-10%	-3%	1.4%
Cc1cc(-c2nnc(SCC(=O)Nc3ccccc3C(F)(F)F)o2)c(C)n1-c1ccccc1	-3%	3%	6%	6%	6.8%
CC(C)[C@H](NC(=O)N1CCn2c1nc1ccccc12)C(=O)N[C@H](C(=O)O)c1ccccc1	1%	3%	-9%	-3%	i
Nc1ccc(-c2c3ccc(=O)cc-3oc3cc(O)ccc23)c(C(=O)O)c1	4%	2%	/	9%	0.3%
CCC1(C)Cc2ccccc2-c2c1c(=O)n(Cc1ccccc1)c1nnnn21 (configuration not stated)	-1%	12%	17%	-5%	3.4%
O=C(COC(=O)C12CC3CC(CC(C3)C1)C2)Nc1nccs1	5%	-6%	-5%	16%	0.6%
Cc1cccc(NC(=O)COC(=O)c2cccc3c2C(=O)c2ccccc2C3=O)c1C	4%	2%	3%	-6%	7.9%
COc1ccc(C2=NNC(=O)CC2)cc1	5%	-7%	-6%	-11%	i
COc1ccc(-n2c(C)c3c(OC)cccc(=O)c3c2C)cc1	-3%	2%	-3%	62%	1.9%

The list goes on (5 carried over from the part before).
SMILES	H37Rv inhibition	influenza NS1A	Salmonella PhoP GFP	tuberculosis growth	VEEV TC-83 Vero	others
CCC1(C)Cc2ccccc2-c2c1c(=O)n(Cc1ccccc1)c1nnnn21 (configuration not stated)	-1%	12%	17%	-5%	3.4%
O=C(COC(=O)C12CC3CC(CC(C3)C1)C2)Nc1nccs1	5%	-6%	-5%	16%	0.6%
Cc1cccc(NC(=O)COC(=O)c2cccc3c2C(=O)c2ccccc2C3=O)c1C	4%	2%	3%	-6%	7.9%
COc1ccc(C2=NNC(=O)CC2)cc1	5%	-7%	-6%	-11%	i
COc1ccc(-n2c(C)c3c(OC)cccc(=O)c3c2C)cc1	-3%	2%	-3%	62%	1.9%
O=C(c1ccc(COc2ccc(Cl)cc2)cc1)N1CCCCC1	20%	-1%	-2%	55%	i
COc1cccc(COCC(O)Cn2cnc3cc(C)c(C)cc32)c1 (configuration not stated)	24%	7%	-12%	51%	i
C#CCOCCOCCOCCNc1nc(N2CCN(C(=O)Cn3cc(CCCCN)nn3)CC2)nc(N2CCN(C(=O)[C@H](CCCCN)n3cc(CCC(=O)O)nn3)CC2)n1	-2%	-31%	-10%	0%	0.5%
COC(=O)Cc1ccc(NC(=S)NCc2ccc(Cl)cc2)cc1	-9%	-6%	27%	-10%	0.7%
Cc1cc(C)c(CN2CCN(C(=O)Cn3cnc4c(NCc5ccccc5)ncnc43)CC2)c(C)c1	/	7%	/	/	i
COc1ccc(-c2c3c(=O)n(C)c(=O)n(C)c3cn2-c2cc(OC)ccc2OC)cc1	4%	10%	-3%	8%	6.5%
COc1ccc2c(c1)CC/C2=N\OC(=O)c1cccc(C)c1	4%	1%	4%	71%	i
CCn1c2ccccc2c2cc(/C=N/NC(=O)c3cc(O)cc(O)c3)ccc21	42%	0%	2%	18%	11%
CCN(CC)S(=O)(=O)c1ccc(C)c(NC(=O)COC(=O)c2ccc(C)c(S(=O)(=O)N3CCOCC3)c2)c1	-10%	7%	-4%	15%	i
Nc1c(C(=O)N/N=C/c2ccc([N+](=O)[O-])cc2)sc2nnc(-c3ccccc3)c(-c3ccccc3)c12	-7%	/	2%	-10%	/
Clc1ccc(CNc2nc(N3CCOCC3)nc(N3CCOCC3)n2)cc1	-5%	6%	1%	2%	6.5%
COC(=O)C(C)(C(=O)OC)c1ccc([N+](=O)[O-])cn1	1%	-4%	-3%	30%	3.5%
CCOC(=O)C1CCN(c2ncnc3cc(OC)c(OC)cc23)CC1	-3%	0%	5%	6%	1.2%
CCCCNC(=S)Nc1cccc(C(C)=O)c1	0%	-8%	-8%	78%	0.8%
COc1ccc(S(=O)(=O)NCCc2ccccc2)c2cccnc12	-4%	0%	-6%	0%	0.2%
COc1ccc(CNC(=O)c2cccnc2SC)cc1OC	-2%	-10%	3%	-7%	0.4%
Cc1cc(-c2csc(NC(=O)c3ccc(=O)[nH]c3)n2)c(C)n1Cc1ccccc1	12%	12%	14%	26%	1.7%
COc1ccccc1CNC(=O)Cn1ccc2cc(S(=O)(=O)N3CCCC3)ccc21	4%	7%	12%	22%	1.6%
O=C(NC1=NCCS1)c1sc2cc(F)ccc2c1Cl	56%	-55%	-4%	?	0.6%
CSc1nc(N2CCOCC2)c2c(c1C#N)CC(C)(C)OC2	2%	3%	-5%	7%	7.5%
CC(C)C1COC(c2cccc3ccccc23)=N1 (configuration not stated)	-1%	-19%	0%	8%	i
COC(=O)[C@H](C)NC(=O)Nc1ccc(S(N)(=O)=O)cc1	-1%	3%	-8%	7%	1.5%
COc1ccccc1N1CCN(CCCNC(=O)Nc2ccccc2)CC1	-7%	6%	-2%	20%	i
CN1CCN(S(=O)(=O)c2ccc(NC(=O)c3ccco3)cc2)CC1	4%	-2%	-21%	0%	1.8%
COc1ccc(-c2nc3c4ccccc4ccn3c2CN2CCOCC2)cc1OC	3%	-7%	5%	-21%	7.7%
OCC1(CCOc2ccccc2)CCN(C2Cc3ccccc3C2)CC1	-1%	-10%	-4%	36%	0.3%
COc1cc(OC)cc(-c2c(-c3cccs3)c3cc(-c4ccc(SC)cc4)ccc3n2C)c1	5%	9%	/	43%	2.5%	VEEV TC-83 Vero 10K pilot screen=3.0
CCOC(=O)C1=C(c2ccccc2)Nc2c(c(=O)n(C)c(=O)n2C)C1c1ccc(O)c(OC)c1 (configuration not stated)	4%	8%	-9%	10%	i
CC1CN(C)C(C)C/C1=N/Oc1ccccc1[N+](=O)[O-] (configuration not stated)	1%	4%	16%	8%	1.0%
COC(=O)Cn1cc(/C=C(/C#N)C(=O)N2CCOCC2)c2ccccc21	-5%	3%	-3%	-9%	i
O=C1[C@H](Cc2ccccc2)NCC=CC[C@H](c2ccc(Cl)cc2)N1Cc1ccccc1	/	4%	/	/	1.4%
O=C(CC1SC(=O)N(Cc2ccc(Cl)cc2)C1=O)Nc1nccs1 (configuration not stated)	0%	9%	0%	-2%	1.1%
CC1(C(=O)OCC(=O)Nc2ccc(Cl)cn2)CC1(Cl)Cl (configuration not stated)	5%	3%	/	-19%	4.5%
CCOC(=O)c1c(NC(=O)COC(=O)Cn2cnc3ccccc32)sc(C)c1C	-2%	-12%	-14%	-2%	i
CCOC(=O)CCC(=O)Nc1cccc([N+](=O)[O-])c1	0%	7%	-8%	-15%	0.6%
Oc1ccccc1N1CCN(c2nc(-c3cccs3)nc3ccccc23)CC1	3%	0%	-6%	17%	8.7%
COc1ccc(-c2csc3nc(-c4cccnc4)nc(N4CCC(C(N)=O)CC4)c23)cc1OC	8%	8%	-6%	25%	6.6%
CCCCNC(=O)CC1S/C(=N/N=C/c2ccc(OC)cc2)NC1=O (configuration not stated)	-11%	5%	-4%	11%	1.2%
S=C(NCC1CCCO1)N1CCN(Cc2ccccc2Cl)CC1 (configuration not stated)	-6%	-7%	9%	7%	i
Cc1ccc(NC2CC(=O)N(c3cccc([N+](=O)[O-])c3)C2=O)cc1 (configuration not stated)	2%	7%	12%	-8%	6.7%
CC(C)N(Cc1ccccc1)C(=O)COC(=O)c1ccc2ncsc2c1	-8%	-8%	/	3%	0.6%
CC1CCN(C(=O)CCNS(=O)(=O)c2ccccc2)CC1	0%	-4%	-2%	-5%	2.4%
C=CCn1cc(CN2CCC(C(=O)Nc3ccc(Oc4cccnc4)cc3)CC2)c(C)n1	3%	7%	-1%	10%	i
CCOC(=O)C(C)Sc1nc(C2CC2)cc(C(F)(F)F)c1C#N (configuration not stated)	10%	-3%	-6%	57%	3.1%
CCOc1ccc(NC(=O)CC2C(=O)N(c3ccccc3)C(=S)N2Cc2ccccn2)cc1 (configuration not stated)	?	7%	-6%	56%	6.0%
O=C(O)C1CCCN1S(=O)(=O)c1ccc(Cl)cc1 (configuration not stated)	1%	-16%	2%	-2%	i
O=c1/c(=C\c2ccc(F)cc2)sc2n1CCCN=2	-2%	2%	-2%	12%	0.0%
Cc1ccc(-n2cccn2)c(CN2CCC(CO)(CCc3ccccc3)CC2)c1	/	0%	/	/	i
Cc1cccc(N2CCN(C(=O)c3ccccn3)CC2C)c1 (configuration not stated)	-1%	-1%	2%	-9%	1.1%
Cc1ccc(-c2csc3ncnc(N4CCN(C)CC4)c23)cc1C	5%	-3%	5%	23%	11%
CCc1c(C)nc2cc(-c3ccccc3)[nH]n2c1=O	7%	-25%	-4%	24%	1.1%
Cc1ccc(NC(=O)COc2nsnc2N2CCOCC2)cc1Cl	-5%	6%	14%	3%	i
O=C(CNCc1ccccc1)Nc1ccccc1-c1ccccc1	-2%	4%	4%	8%	i
CN(C)C1CCN(Cc2cc(COCc3ccccc3)c3cccnc3c2O)C1 (configuration not stated)	6%	6µM*	/	51%	1.9%
CN(C)CCCn1c(-c2ccccc2)nc(=S)c2c1CCCC2	4%	1%	16%	/	0.4%
CC1=C(C(=O)Nc2cc(C(=O)N3CCN(c4cccc(C)c4)C(C)C3)ccc2C)SCCO1 (configuration not stated)	2%	14%	1%	20%	3.8%
O=C(N/C=N/O)C1=NOC(CNc2ncc(C(F)(F)F)cc2Cl)C1 (configuration not stated)	2%	-3%	9%	14%	2.1%
Cc1cccc(C(=O)Nc2c(C#N)c(C)c(C)n2Cc2ccccc2)c1	0%	-16%	0%	-4%	0.8%
O=C(COc1ccccc1[N+](=O)[O-])Nc1ccc(CN2CCOCC2)cc1	-1%	10%	-6%	-5%	1.8%
Cn1c(CNC(=O)Cc2ccc3c(c2)OCO3)nnc1SCc1ccccc1	7%	4%	0%	-12%	0.2%
(next part)
SMILES	H37Rv inhibition	influenza NS1A	Salmonella PhoP GFP	tuberculosis growth	VEEV TC-83 Vero	others
Cc1ccc(NC(=O)C2CCN(C(=O)OC(C)(C)C)CC2)cc1S(=O)(=O)N1CCCCC1	-9%	15%	/	31%	5.7%
Cc1ccc(C)c(N(C)C(=O)c2coc(=O)c3ccccc23)c1	-7%	2%	0%	27%	6.0%
Cc1noc(C)c1CSc1nnc(-c2ccccc2F)n1CCc1ccccc1	12%	-1%	-3%	?	0.5%
Cc1ccccc1N1CC(C(=O)N2CCc3ccccc32)CC1=O (configuration not stated)	-5%	-5%	3%	-5%	4.4%
COc1cc(OC)cc(C(=O)Nc2ccccc2C(=O)NC2CC2)c1	-6%	-10%	/	0%	10%
CN1CCN(C(=O)c2ccc3c(c2)NC(=O)C(N2CCOCC2)S3)CC1 (configuration not stated)	0%	-20%	-3%	-11%	2.7%
O=C(O)CNc1nc(-c2ccccc2)c2cc([N+](=O)[O-])ccc2n1	-4%	11%	-5%	79%	1.6%
CCCOc1ccc(C2/C(=C(\O)c3c(C)[nH]c(C(=O)OC)c3C)C(=O)C(=O)N2CCN(C)C)cc1 (configuration not stated)	-3%	4%	11%	1%	1.3%
CC(C)CCOc1ccc(C2CC(=O)N(C)C2=O)cc1 (configuration not stated)	1%	2%	11%	17%	2.1%
CC(Sc1nnc(-c2ccco2)n1C)C(=O)NC1CCCC1 (configuration not stated)	-17%	-15%	/	10%	i
O=S(=O)(c1cc(F)ccc1F)N1CCC2(CC1)OCCN2S(=O)(=O)c1ccccc1	-2%	7%	10%	5%	1.2%
Nc1[nH]nc2nc3ccccc3cc12	-6%	-3%	-10%	-5%	3.1%
O=C(c1ccc(-c2ccccc2Cl)o1)N1CCN(S(=O)(=O)c2cccs2)CC1	-2%	11%	-9%	19%	10%
C=C(C)Cc1c(C)c(C#N)c2[nH]c3ccccc3n2c1=O	?	-4%	-3%	-7%	8.4%

Structural class: the entries above with a CF3 group.
SMILES	H37Rv inhibition	influenza NS1A	Salmonella PhoP GFP	tuberculosis growth	VEEV TC-83 Vero	others
Cc1cc(-c2nnc(SCC(=O)Nc3ccccc3C(F)(F)F)o2)c(C)n1-c1ccccc1	-3%	3%	6%	6%	6.8%
CCOC(=O)C(C)Sc1nc(C2CC2)cc(C(F)(F)F)c1C#N (configuration not stated)	10%	-3%	-6%	57%	3.1%
O=C(N/C=N/O)C1=NOC(CNc2ncc(C(F)(F)F)cc2Cl)C1 (configuration not stated)	2%	-3%	9%	14%	2.1%

Bioassay records from PubChem.
